Screens deposited in PubChem by several laboratories.
PGE2 EP2 inh: human EP2 receptor antagonists, primary screen, TR-FRET cAMP, C6 glioma cells. Prostaglandin E2 receptor EP2 subtype (Homo sapiens), P43116. C6 glioma cells expressing human EP2; cells stimulated with saturating PGE2. AID 1422, 2008. inhibition, % at 25 µM. actives 0.52% (n = 260,000);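 active = percent inhibition above 40 after rounding to a whole number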;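 also: rat C6 glioma host cells with rolipram phosphodiesterase inhibitor present; the protocol text gives 20 µM as final concentration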
Target sequence (P43116 whole entry, looked up): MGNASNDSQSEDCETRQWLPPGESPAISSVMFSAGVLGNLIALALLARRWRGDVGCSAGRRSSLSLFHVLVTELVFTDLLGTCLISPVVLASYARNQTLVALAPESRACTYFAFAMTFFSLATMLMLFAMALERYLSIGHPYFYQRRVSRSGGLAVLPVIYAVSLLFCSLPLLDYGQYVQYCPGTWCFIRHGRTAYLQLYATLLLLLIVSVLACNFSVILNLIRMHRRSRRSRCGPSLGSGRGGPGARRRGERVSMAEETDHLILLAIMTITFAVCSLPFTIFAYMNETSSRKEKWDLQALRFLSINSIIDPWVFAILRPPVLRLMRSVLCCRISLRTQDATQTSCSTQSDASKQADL
FXIa inh: human FXIa protease inhibitors, primary screen, biochemical, 1536-well. actives 0.14% (n = 220,000). Coagulation factor XI (Homo sapiens), P03951. purified FXIa, Boc-Glu-Ala-Arg-AMC fluorogenic substrate. inhibition, % at 5 µM;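 active = inhibition of at least 40%; inactive = inhibition below 40%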;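 also: fluorescence of freed AMC excited at 355 nm; 0% = enzyme without compound and 100% = no enzyme blank; many of its hits are not listed in these tables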
TNF necrop inh: inhibitors of TNF-alpha triggered necroptosis, primary screen, cell-based, Jurkat FADD-/-, single concentration. Jurkat FADD-/- TNF necroptosis rescue, ATP luminescence, 24 h; 0 = TNF only, 100 = no-TNF cells. activation (protection from cell death), % at 10 µM. actives 0.068% (n = 220,000). AID 463075, 2010;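 active = activation, meaning protection from cell death, of at least 50% relative to plate controls; inactive = activation below 50%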;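 also: necroptosis triggered by 40 ng/mL TNF-alpha added together with compound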
TbHK1 inh: Trypanosoma brucei hexokinase 1 inhibitors, primary screen, biochemical, G6PDH-coupled NADH absorbance, MLSCN library; inhibition, % at 10 µM; hexokinase 1 [Trypanosoma brucei]; actives 0.11% (n = 220,000); recombinant TbHK1, G6PDH-coupled NADH A340;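 active = inhibition of 50% or more in the single-dose primary screen; inactive = inhibition below 50%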
CHOP inhibitor: inhibitors of CHOP promoter induction, primary screen, cell-based, unfolded protein response, luciferase reporter | CHO-K1 CHOP-promoter luciferase, tunicamycin-induced, 15-18 h | inhibition, % at 10 µM | actives 3.8% (n = 220,000) | AID 2732, 2010;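 active = compounds that reduced the stress-induced luciferase reporter signal by more than about 70% of percent inhibition, limit read from the data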;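 also: 0% = tunicamycin plus vehicle and 100% = wells without tunicamycin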
Wee1 stabilizer: Wee1 degradation inhibitors, primary screen, cell-based, HeLa, Wee1K328M-luciferase, luminescence | actives 1.2% (n = 220,000) | HeLa Luc-Wee1K328M stability; 100% = proteasome inhibitor MG132 effect | reporter increase, % at 5 µM | Wee1-like protein kinase (Homo sapiens), P30291 | AID 1321, 2008;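 active = activation above the mean of all tested compounds plus 3 SD, set per screening run, cut at about 8.8% in these data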;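 also: cells exposed to compound for 20 h before luminescence read; 0% = DMSO alone and 100% = MG132 at 30 µM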
Target sequence (P30291 whole entry K328M): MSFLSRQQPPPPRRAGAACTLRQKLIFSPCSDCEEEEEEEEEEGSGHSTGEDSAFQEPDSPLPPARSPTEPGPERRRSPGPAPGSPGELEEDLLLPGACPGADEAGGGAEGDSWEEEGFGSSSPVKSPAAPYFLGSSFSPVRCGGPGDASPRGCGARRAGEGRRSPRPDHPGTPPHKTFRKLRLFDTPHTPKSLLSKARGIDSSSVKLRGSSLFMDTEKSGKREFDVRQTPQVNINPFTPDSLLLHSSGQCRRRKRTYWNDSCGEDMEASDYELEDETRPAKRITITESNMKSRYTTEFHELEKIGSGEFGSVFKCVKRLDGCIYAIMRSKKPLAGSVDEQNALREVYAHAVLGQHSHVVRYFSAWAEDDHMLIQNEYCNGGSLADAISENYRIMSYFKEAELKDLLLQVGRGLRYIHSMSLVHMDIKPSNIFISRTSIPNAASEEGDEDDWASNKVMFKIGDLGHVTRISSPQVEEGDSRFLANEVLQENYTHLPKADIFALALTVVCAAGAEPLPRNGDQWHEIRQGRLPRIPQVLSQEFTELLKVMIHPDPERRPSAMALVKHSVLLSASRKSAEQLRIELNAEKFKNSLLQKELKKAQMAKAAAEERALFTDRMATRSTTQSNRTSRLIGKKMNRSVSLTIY
PPC-1+TRAIL kill: compounds killing PPC-1 cancer cells with TRAIL present, primary screen, TRAIL potentiator project, ATPLite luminescence, uHTS; PPC-1 cells + TRAIL, ATPLite viability luminescence; cell killing (% activity), % at 4 µM; actives 0.41% (n = 220,000); AID 1443, 2008;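 active = cell killing above 50% in the first pass at 4 µM, then a duplicate retest at 5 µM averaging 50% or more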;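 also: plate controls were cells with TRAIL plus DMSO for no effect and medium-only wells lacking cells for full effect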
zVAD death inh: inhibitors of zVAD-triggered necroptosis, primary screen, L929 cells; L929 zVAD necroptosis rescue, ATP luminescence, 24 h; with zVAD 60 µM; viability rescue, % at 10 µM; actives 0.38% (n = 220,000);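 active = activation, scaled between plate controls, above about 75%, limit read from the data; inactive = activation under that limit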;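 also: 0% = zVAD with DMSO and 100% = DMSO alone without zVAD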
FXIIa inh: human FXIIa protease inhibitors, primary screen, biochemical, 1536-well; Coagulation factor XII (Homo sapiens), P00748; purified FXIIa, Boc-QGR-AMC fluorogenic substrate, 2 h; inhibition, % at 5 µM; actives 0.3% (n = 220,000); AID 800, 2007; in the data active = inhibition above about 40%;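 also: 0% = enzyme with no compound and 100% = blank without enzyme; many of its hits are not listed in these tables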
Starred values were filed as active, the others as inactive; · = no result given; & = joins results of further samples. The list is partial; the hit share may differ from the screen's.

entry	Molecule	PPC-1+TRAIL kill	zVAD death inh	TbHK1 inh	FXIIa inh	PGE2 EP2 inh	Wee1 stabilizer	TNF necrop inh	FXIa inh	CHOP inhibitor
1	COc1ccc(CCn2c(C)cc(C(=O)CSc3nc(N)cc(=O)[nH]3)c2C)cc1	20	0.5	-3	14	5	0	-14	0	56
2	Cc1cc(NCC2CCCO2)n2c(nc3ccccc32)c1C#N (stereo not given)	26	0.1	-7	24	19	0	-2.1	16	-17
3	CC1(C)c2ccccc2N2CCC(=O)NC21/C=C/c1ccco1 (stereo not given)	9	0.0	4	4	21	2	-4.1	-3	-7
4	CCN(CC)CC(=O)N(CC(=O)Nc1c(C)cc(C)cc1C)C1CCCCC1	9	-1.2	6	0	4	-1	1.2	-4	-1
5	Cc1ccc(C2=CSC3=NCCN23)c(C)c1	9	0.0	0	-2	12	-1	2.2	-5	24
6	CC1(C)Cc2cccc(C(=O)Nc3ccc(Cl)cc3)c2O1	-2	2.0	-5	9	8	2	-0.7	0	8
7	CC(Sc1nnc(-c2cccnc2)n1-c1ccccc1F)C(=O)N1CCCc2ccccc21 (stereo not given)	14	0.2	-10	6	2	-1	1.5	3	1
8	O=C(O)CNC(=O)/C=C/c1ccc(Cl)cc1Cl	13	0.8	22	-2	6	-1	0.8	4	5
9	CC(=O)c1ccc(OCc2cc([N+](=O)[O-])cc3c2OCOC3)cc1	-3	-0.3	-6	10	6	-2	0.0	0	4
10	CCOC(=O)c1nccnc1C(=O)Nc1ccc(C(F)(F)F)cc1	38	2.4	-4	-7	10	-1	0.9	-8	1
11	C/C(=N\O)c1ccc(N2C(=O)C3CC=C(Cl)CC3C2=O)cc1 (stereo not given)	-5	0.2	2	16	4	-1	-1.1	8	5
12	COc1ccc(COc2cc(-c3cccc(OC)c3)nc3ccc(NC(=O)c4ccc(OC)cc4)cc23)cc1	13	16	-14	9	10	4	-11	0	-2
13	COc1ccc(C2C=C(c3cccs3)Nc3nc(CCCO)nn32)cc1 (stereo not given)	1	-0.3	4	-16	17	0	0.6	25	16
14	COC(=O)c1ccc(/C=N/NC(=O)C(=O)NCc2ccccc2)cc1	25	1.0	-6	6	8	3	1.2	-10	-45
15	CCN(CC)CCSc1nc2ccccc2c(=S)n1-c1ccccc1	7	-0.7	5	10	11	13*	-2.3	2	18
16	C=CCNC(=S)NCc1cccnc1	7	1.1	1	11	5	-2	0.6	9	-30
17	Cc1nc2ccc(NC(=O)C(F)(F)F)cc2o1	1	0.0	1	21	14	1	-4.1	2	7
18	NS(=O)(=O)c1cccc(NC(=O)CSc2nnc(-c3ccccc3F)n2C2CC2)c1	8	0.6	-6	5	6	1	-2.0	6	10
19	CCN(Cc1ccccc1)C(=O)c1nn(-c2ccc(OC)cc2)c(=O)c2c1c1ccccc1n2C	8	2.0	-17	13	9	0	-2.7	0	13
20	N#Cc1ccc(OCCN2C(=O)NC3(CCSC3)C2=O)cc1 (stereo not given)	6	1.8	-2	10	8	0	1.0	8	-5

Nothing new here: entries from further up.
entry	Molecule	PPC-1+TRAIL kill	zVAD death inh	TbHK1 inh	FXIIa inh	PGE2 EP2 inh	Wee1 stabilizer	TNF necrop inh	FXIa inh	CHOP inhibitor
1	COc1ccc(CCn2c(C)cc(C(=O)CSc3nc(N)cc(=O)[nH]3)c2C)cc1	20	0.5	-3	14	5	0	-14	0	56
2	Cc1cc(NCC2CCCO2)n2c(nc3ccccc32)c1C#N (stereo not given)	26	0.1	-7	24	19	0	-2.1	16	-17
3	CC1(C)c2ccccc2N2CCC(=O)NC21/C=C/c1ccco1 (stereo not given)	9	0.0	4	4	21	2	-4.1	-3	-7
4	CCN(CC)CC(=O)N(CC(=O)Nc1c(C)cc(C)cc1C)C1CCCCC1	9	-1.2	6	0	4	-1	1.2	-4	-1
5	Cc1ccc(C2=CSC3=NCCN23)c(C)c1	9	0.0	0	-2	12	-1	2.2	-5	24
6	CC1(C)Cc2cccc(C(=O)Nc3ccc(Cl)cc3)c2O1	-2	2.0	-5	9	8	2	-0.7	0	8
7	CC(Sc1nnc(-c2cccnc2)n1-c1ccccc1F)C(=O)N1CCCc2ccccc21 (stereo not given)	14	0.2	-10	6	2	-1	1.5	3	1
8	O=C(O)CNC(=O)/C=C/c1ccc(Cl)cc1Cl	13	0.8	22	-2	6	-1	0.8	4	5
9	CC(=O)c1ccc(OCc2cc([N+](=O)[O-])cc3c2OCOC3)cc1	-3	-0.3	-6	10	6	-2	0.0	0	4
10	CCOC(=O)c1nccnc1C(=O)Nc1ccc(C(F)(F)F)cc1	38	2.4	-4	-7	10	-1	0.9	-8	1

Next part:
entry	Molecule	PPC-1+TRAIL kill	zVAD death inh	TbHK1 inh	FXIIa inh	PGE2 EP2 inh	Wee1 stabilizer	TNF necrop inh	FXIa inh	CHOP inhibitor
21	CCCCn1c(=N)n(CCOc2ccc(C)cc2)c2ccccc21	19	-0.2	14	6	14	-1	2.1	0	31
22	O=C(NCc1ccncc1)C1CCN(S(=O)(=O)Cc2ccccc2)CC1	34	0.7	-4	9	14	1	0.8	-2	37
23	O=C(O)CCCC(=O)Nc1ccc(Oc2ncnc3cc(Cl)ccc23)nc1	-8	0.1	9	-2	12	4	-0.7	-6	2
24	CCCCOc1ccc(/C=C/C(=O)NC2=Nc3ccccc3NC(C)=C2C(=O)OCC)cc1OC	8	5.4	-20	5	5	-1	2.0	-3	3
25	CN1CCN(C(=S)c2ccc(Br)cc2)CC1	14	0.5	0	9	5	-2	2.1	7	-5
26	COCCN1Cc2cccc(C(=O)NCC3CCN(CC(C)C)C3)c2C1=O (stereo not given)	17	0.6	-2	11	6	-3	0.4	4	15
27	O=C(COc1cc(Cl)c(Cl)cc1Cl)Nc1ccc([N+](=O)[O-])cc1Cl	3	0.3	4	3	16	1	0.0	-14	4
28	N#C/C(=C\c1sc(N2CCOCC2)nc1-c1ccccc1)C(=O)Nc1cccc2ccccc12	21	-0.6	-4	12	13	-3	4.1	0	44
29	CN(CC(CC(=O)Nc1nncs1)c1ccccc1)S(=O)(=O)c1ccc(Br)cc1 (stereo not given)	-1	0.1	-14	-1	4	0	-2.1	-6	-16
30	N/C(=N\OC(=O)CCCCCN1C(=O)c2ccccc2C1=O)c1ccccn1	-1	0.5	0	8	4	0	0.9	2	1
31	N#Cc1ccccc1OCC(=O)OCC(=O)N1CCN(C(=O)c2ccco2)CC1	2	2.7	-1	8	3	-4	-0.1	-2	3
32	Cn1c(=O)c(C#N)c(-c2ccccc2)n2cnnc12	2	-0.1	-2	10	5	-1	-3.4	3	-11
33	Cc1ccc(/C=C2\SC(N3CCCC3)=NC2=O)cc1	16	-1.5	-37	17	4	4	-2.1	11	15
34	CN1CCN(CC(=O)N2c3ccccc3C(C)(c3ccc(Cl)cc3)CC2(C)C)CC1 (stereo not given)	-9	0.2	3	9	13	-1	-7.5	-14	32
35	Cc1ccsc1C(=O)Nc1ccc(O)c(-c2nc3ccccc3s2)c1	24	8.7	1	4	13	-1	1.5	0	2
36	CCCCCOc1ccc(NC(=O)C(=O)NCC2CCCN2CC)cc1 (stereo not given)	12	14	5	6	8	3	6.3	-7	-25
37	COc1ccc(/C=C/C(=O)Nc2cc(C)on2)cc1	22	·	-10	13	7	5	1.0	9	-1
38	CCn1nc2cc(C(=O)NCc3cc(C(F)(F)F)cc(C(F)(F)F)c3)ccc2c1OC	10	-0.4	3	-4	6	-1	-0.5	-10	36
39	Cc1cc(C(=O)N/N=C2\CC(=O)c3ccccc32)c(C)n1-c1ccc(F)cc1	28	0.5	-21	8	4	2	-5.2	4	11
40	CCCCc1nc2ccccc2c(NC(=O)CN(CC)CC)c1CCC	13	0.2	0	0	9	4	0.4	-14	31
41	Cc1cc(-c2nnc3sc(C4CCCCC4)nn23)n[nH]1	16	-0.1	4	1	9	-1	-3.4	-1	20
42	CCC(C)n1c(NC(=O)c2ccccc2)c(C#N)c2nc3ccccc3nc21 (stereo not given)	10	0.1	-9	·	6	-1	-7.0	·	·
43	CCOc1cc(Br)ccc1S(=O)(=O)N1CCC(C(N)=O)CC1	2	0.1	7	12	6	-1	1.6	7	-2
44	COc1ccccc1NC(=O)CCC(=O)OCc1ccc([N+](=O)[O-])cc1	16	1.3	0	4	6	-2	0.2	-4	-9
45	Cc1cc(C)nc(NC(=O)COc2cc(Cl)cc(Cl)c2)n1	7	0.0	1	-7	12	2	-0.4	2	21
46	COc1ccc(CCN2C(=NC(=O)C(C)C)SC3CS(=O)(=O)CC32)cc1OC (stereo not given)	-13	0.1	-4	3	5	1	2.5	-4	8
47	S=C(NCCCN1CCOCC1)N1CCN(c2nc(-c3ccccc3)cs2)CC1	26	43	4	4	8&4	0	5.1	-3	17
48	Cc1ccc(S(=O)(=O)N2CCOCC2)cc1NC(=O)CSc1nnnn1C	28	0.7	3	3	6	-2	-0.2	-2	12
49	O=C(COC(=O)CSc1ccc2ccccc2c1)NC1CCCC1	7	-0.1	0	13	9	1	1.3	5	24
50	Cc1ccc2oc(-c3ccco3)cc(=O)c2c1	18	5.5	-35	6	9	-2	-1.2	-1	67
51	O=C(NNc1nc(-c2ccccc2)cs1)c1ccccc1	21	-0.2	-2	10	·	-1	-4.7	4	0
52	CCOC(=O)C1CCN(C(=O)N(CC)CC)CC1	28	1.6	-9	6	10	3	0.5	-3	17
53	Brc1cc(Br)c2nc(-c3ccc(N4CCOCC4)cc3)ccc2c1	9	0.9	-11	15	·	-2	-4.4	1	-29
54	O=C(O)CCC(=O)Nc1ccccc1C(=O)NCCc1ccccc1	12	0.6	34	0	0	0	0.9	-1	3
55	CCCS(=O)(=O)c1c(S(=O)(=O)CCC)c2ccc(C(N)=O)cn2c1C(=O)c1ccc(F)cc1	-5	0.3	-13	11	5	1	0.0	2	8
56	Cc1cc(-c2ccc(Cl)cc2)n2ncnc2n1	13	0.1	-8	1	16	0	1.0	-4	25
57	COC(=O)c1ccccc1NC(=O)NCc1cccnc1	20	0.3	5	5	12	1	-0.8	-6	12
58	CC(=O)Nc1ccccc1C(=O)C(=O)Nc1ccc(C)c(C)c1	15	0.8	29	11	4	7	1.1	5	-24
59	Cn1nc(-c2ccccc2)c(CO)c1Sc1ccccc1	-3	0.1	3	3	4	-3	2.3	-3	-6
60	CSc1cccc(NC(=S)N2CCC(N(C)C3CCCCC3)CC2)c1	22	1.8	-1	7	5	0	2.4	-2	-24
61	CC(OC(=O)c1cc2sccc2n1C)C(=O)NC(C)(C)C (stereo not given)	7	2.1	4	5	5	5	0.7	-2	14
62	O=C1C(c2ccc(F)cc2)N(Cc2ccc3c(c2)OCO3)C(=O)CN1C1CCCCCC1 (stereo not given)	-16	0.3	-2	-8	7	0	0.2	-6	-28
